CIT2-GFP yeast: alters CIT2-GFP fluorescence in TOR pathway yeast screen | GFP response vs DMSO, % at 10 µM | S. cerevisiae CIT2-GFP strain, flow cytometry, 3 h; 100 means same as DMSO wells | 320,000 tested, 0.065% active | AID 2029;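 active = GFP response relative to DMSO above a set limit, near the screen mean plus 3 SD, cut at about 150% in these data; inconclusive = Fewer than 70 cells measured for a yeast strain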;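 note: ratio of well median GFP fluorescence to mean of DMSO wells on the plate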
Efflux pump mplx: blocks antifungal efflux pumps in multiplex yeast assay; AID 485275; S. cerevisiae Candida pump triplex, Nile Red efflux; inhibition, % at 10 µM; 330,000 tested, 0.44% active;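 active = plate passing quality check with inhibition over a set limit, or well fluorescence over plate mean plus 4 SD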;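 note: Nile Red retained in pooled yeast measured as flow cytometry median fluorescence; 0% = buffer negative control and 100% = Enniatin B positive control; higher means more Nile Red kept so more efflux inhibition; some compounds called inactive have numbers as strong as hits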
RPL19A-GFP yeast: yeast TOR pathway RPL19A-GFP modulation | 330,000 tested, 0.3% active | S. cerevisiae RPL19A-GFP strain, flow cytometry, 3 h; active compounds read low | percent response vs DMSO, % at 10 µM | AID 2025;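 active = percent response vs DMSO below 50%; inconclusive = fewer than 70 events counted for the yeast strain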;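 note: median channel GFP fluorescence of the barcoded RPL19A-GFP strain; ratio of sample median GFP to plate DMSO average so 100% = DMSO; lower means less RPL19A-GFP as with rapamycin TOR inhibition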
AGP1 TOR yeast: modulators of TOR pathway AGP1-GFP in S. cerevisiae; S. cerevisiae AGP1-GFP multiplex flow cytometry, 3 h; GFP as percent of DMSO wells; GFP response vs DMSO, % at 10 µM; 320,000 tested, 0.02% active; AID 2066;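 active = GFP response relative to DMSO above a set limit, near screen average plus 3 SD, cut at about 150% in these data; inconclusive = fewer than 70 cells counted for the yeast strain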;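 note: median GFP channel fluorescence of the gated AGP1 strain per well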
Yeast superoxide: yeast age-related superoxide inhibition as caloric restriction mimetic | S. cerevisiae aged cells, superoxide DHE fluorescence; active compounds read low | superoxide response (% of plate mean), % at 10 µM | 330,000 tested, 0.18% active;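 active = superoxide response under a set limit, about three screen SD below normal, cut at about 65% in these data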;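 note: yeast aged for seven days with compound at 30 °C before DHE staining; 100% = average MFI of all compound-treated wells on the plate with controls excluded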
AHR act: human AHR activation; P35869; AHR-responsive luciferase reporter cells, luminescence; activation, % at 5 µM; 320,000 tested, 2.5% active; in the data active = activation above about 47%;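 note: 0% = vehicle wells and 100% = reference agonist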
Target sequence (P35869 whole entry, looked up): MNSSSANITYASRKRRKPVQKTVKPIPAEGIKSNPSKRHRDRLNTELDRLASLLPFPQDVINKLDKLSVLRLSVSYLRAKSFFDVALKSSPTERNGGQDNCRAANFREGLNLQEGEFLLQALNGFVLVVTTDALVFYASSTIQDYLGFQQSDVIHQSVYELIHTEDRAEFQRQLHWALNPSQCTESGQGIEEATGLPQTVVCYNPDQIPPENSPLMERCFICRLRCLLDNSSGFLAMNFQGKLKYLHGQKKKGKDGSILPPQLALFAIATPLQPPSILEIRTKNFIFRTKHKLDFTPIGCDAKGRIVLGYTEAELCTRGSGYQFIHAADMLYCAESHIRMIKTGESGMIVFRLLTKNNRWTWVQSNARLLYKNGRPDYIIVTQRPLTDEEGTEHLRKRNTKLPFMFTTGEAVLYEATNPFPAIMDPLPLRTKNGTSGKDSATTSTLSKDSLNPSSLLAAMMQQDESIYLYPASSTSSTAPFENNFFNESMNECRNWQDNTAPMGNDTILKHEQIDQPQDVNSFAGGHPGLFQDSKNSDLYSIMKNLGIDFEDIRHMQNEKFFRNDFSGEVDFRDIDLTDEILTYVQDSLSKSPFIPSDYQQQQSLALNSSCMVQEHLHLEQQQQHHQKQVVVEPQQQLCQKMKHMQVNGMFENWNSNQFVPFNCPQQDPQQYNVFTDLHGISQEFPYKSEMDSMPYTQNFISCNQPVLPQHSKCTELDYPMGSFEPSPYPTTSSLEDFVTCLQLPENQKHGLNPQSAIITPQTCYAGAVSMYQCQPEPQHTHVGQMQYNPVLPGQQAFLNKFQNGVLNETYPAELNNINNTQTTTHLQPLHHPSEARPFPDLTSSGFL
MEP2-GFP yeast: alters MEP2-GFP fluorescence in TOR pathway yeast screen | S. cerevisiae MEP2-GFP strain, flow cytometry GFP, 3 h; 100% = DMSO control level | GFP response vs DMSO, % at 10 µM | 330,000 tested, 0.51% active;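 active = GFP response versus DMSO above a set limit, roughly screen mean plus 3 SD, cut at about 180% in these data; inconclusive = fewer than 70 cells counted for a yeast strain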;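 note: median GFP fluorescence of the barcode-gated MEP2-GFP cells per well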
LAP4 TOR yeast: alters LAP4-GFP fluorescence in TOR pathway yeast screen. 320,000 tested, 0.34% active. S. cerevisiae LAP4-GFP multiplex, flow cytometry GFP, 3 h; median GFP as percent of DMSO wells. GFP response vs DMSO, % at 10 µM;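 active = GFP response vs DMSO above a set limit, about the screen mean plus 3 SD, cut at about 150% in these data; inconclusive = under 70 cell events counted for the yeast strain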
* marks the source's active call; other numbers are inactive results; u = inconclusive; x = no result given; [ ] = dose if it differs, or a comment. Compounds as they come (roughly 3.9% active in at least one column).

smiles,Efflux pump mplx,AGP1 TOR yeast,LAP4 TOR yeast,RPL19A-GFP yeast,CIT2-GFP yeast,MEP2-GFP yeast,AHR act,Yeast superoxide
CSC1=C(C#N)C(=O)NC(c2ccccc2O)S1 (stereo not drawn),0.0,102,98,102,101,100,2,97
N/C(=N\OC(=O)COc1ccc(Br)cc1Cl)c1ccccn1,1.2,92,95,97,97,101,-5,98
COc1ccc2nc(N3CCCC3)c(C#N)cc2c1,0.1,88,113,92,95,97,16,96
COc1ccc(NC(=O)Cc2ccc(Cl)cc2)cc1S(=O)(=O)N1CCCCC1,0.6,100,100,96,94,101,3,106
CC(=O)N1N=C(N)SC12CCCC2,0.2,100,94,99,99,99,-2,102
C/C(=N/NC(=O)c1ccc(Br)o1)c1cccc(NC(=O)c2ccc(C)o2)c1,0.1,81,92,99,87,92,51*,94
CCOC(=O)CCc1c(C)nc2c(c(C)nn2-c2ccc(C)cc2)c1C,-0.1,91,91,98,97,102,8,124
Cc1ccc(SCCNC(=O)c2ccccc2C)cc1,-0.1,100,115,98,101,120,2,109
S=C(N/N=C/c1ccc2ncccc2c1)Nc1cccnc1,-0.2,110,104,108,95,102,-7,99
CCOCCCNC(=O)c1cc(Cl)c(NC(=O)C2=C(C)OCCS2)cc1OC,-0.1,103,102,107,108,104,-1,100
CC(Sc1nnc(C2CC2)n1N)C(=O)NC1CCCCC1C (stereo not drawn),0.0,99,96,103,101,99,0,86
COc1ccc(C(=O)NC2CC2)cc1OC1CCN(Cc2cc(C)c(C)cc2C)CC1,0.0,100,94,95,95,94,5,103
COc1cccc(CNCc2ccccc2OC)c1,-0.1,105,110,103,104,114,-1,104
C=CCNC(=S)NNC(=O)c1ccccc1OCC,0.0,103,101,117,107,110,21,101
CCCCN(C)C(=O)c1ccc2c(c1)N(CC)C(=O)c1ccccc1S2=O (stereo not drawn),-0.1,103,104,97,99,104,5,101
CCS(=O)(=O)N1CCN(C2Cc3ccccc3C2)CC1,0.2,104,104,104,93,105,0,111
COc1ccc(CCn2c(C3CCCCC3)nc3c(c(=O)c4ccccc4n3C)c2=O)cc1OC,0.4,104,111,109,101,120,3,78
C=CCNc1nc(Nc2ccc([N+](=O)[O-])cc2)nc(OC)n1,0.0,102,102,108,98,99,21,101
CCOC(=O)CN1C(=O)C2Cc3ccccc3CN2C1=S (stereo not drawn),0.1,98,104,98,85,98,0,116
Cc1ccc(NC(=O)C2C3C=CC(O3)C2C(=O)O)c(C)c1 (stereo not drawn),-0.1,104,100,104,110,107,0,106
CC1(C)Cc2c(cnn2-c2ccccc2)C(=O)/C1=N\NC(=O)c1ccccc1,0.0,96,95,91,92,90,-3,112
COc1ccc(CCC(=O)NC(C)c2ccccc2)cc1OC (stereo not drawn),0.0,102,94,99,111,102,-1,89
CN(Cc1ccccc1F)C(=O)c1ccc(NS(=O)(=O)c2ccc3[nH]c(=O)[nH]c3c2)cc1,0.0,118,115,109,104,106,-1,108
Cc1cccc(Nc2nc(N)nc(CN3CCC(C)CC3)n2)c1C,0.3,106,97,102,97,102,3,153
Cc1nn(Cc2ccc([N+](=O)[O-])cc2)c(=O)n1N(C)c1ncc(C(F)(F)F)cc1Cl,0.0,91,90,94,88,94,1,98
O=C1C=C(c2cccc3c2oc2ccccc23)C[C@@H](c2ccc(F)cc2)C1,0.1,104,101,98,107,99,4,108
Cc1oc2cc3c(C(=O)N4CCCCC4)c(C)oc3cc2c1C(=O)N1CCCCC1,-0.1,u,88[may fluoresce violet],46*[may fluoresce violet],u,259*[may fluoresce violet],-4,95
O=C(c1ccc(NC(=S)Nc2ccc(F)cc2F)cc1)N1CCOCC1,0.2,98,109,100,98,94,2,94
Cc1cc(C)n(-c2ccc(C(=O)Nc3sccc3C(N)=O)cc2)n1,0.2,103,106,96,102,97,-10,102
O=C(Nc1nc(-c2ccccn2)cs1)c1cc(Cl)ccc1[N+](=O)[O-],0.1,98,102,97,98,97,16,112
O/N=C/c1cn(-c2ccccc2)nc1-c1ccc2c(c1)OCCO2,0.1,92,107,98,96,100,9,107
O=S(=O)(c1ccc2ncn(O)c2c1)N1CCOCC1,0.1,100,98,102,100,104,1,103
CC1=CCC2C(=O)N(c3cccc(C(=O)Nc4ccccc4Cl)c3)C(=O)C2C1 (stereo not drawn),3.9,92,97,95,100,96,4,92
O=C(Nc1cnc2ccccc2c1)c1cccnc1,-0.1,103,99,98,97,98,37,107
O=C(CC1C(=O)NCCN1Cc1cccc(C(F)(F)F)c1)NC1CCCCCC1 (stereo not drawn),-0.6,110,109,97,98,97,-1,108
COc1ccc(N2CCN(C(=O)c3ccc(CS(=O)Cc4ccc(C)cc4)o3)CC2)cc1 (stereo not drawn),0.1,102,101,101,106,103,2,81
CCN(C(=O)Cn1nc(C)c([N+](=O)[O-])c1C)C1CCS(=O)(=O)C1 (stereo not drawn),0.1,106,104,108,104,106,2,112
COc1cccc(/C=C/C(=O)NCCc2ccc3c(c2)OCCO3)c1,0.0,103,96,101,104,95,5,95
COc1ccc2[nH]c3c(c2c1)CCN1C(=O)N([C@@H](C)C(=O)NCc2c(F)cccc2Cl)C(=O)[C@]31C,-0.2,111,106,104,114,116,0,86
CCOC(=O)C(=O)NNc1ccc(F)cc1,0.1,111,102,100,108,97,0,102
CCc1ccc(N(C)S(=O)(=O)c2ccc3[nH]cc(C(=O)NCCN4CCOCC4)c(=O)c3c2)cc1,-0.1,107,97,103,105,106,2,109
O=C(Cn1cnc2ccccc2c1=O)Nc1nnc(SCc2ccccc2)s1,0.1,100,99,98,103,102,2,107
CCOC(=O)C(C)CC(C)C(=O)N1CCOCCOCCN(C(=O)C(C)CC(C)C(=O)OCC)CCOCC1 (stereo not drawn),0.1,102,97,101,93,98,2,107
CC(C)(C)NS(=O)(=O)c1ccc(CCC(=O)NCc2ccco2)cc1,0.1,95,102,96,90,96,3,106
COc1cc2nc(=S)n3[nH]c(COc4ccccc4C)nc3c2cc1OC,-0.4,103,95,99,102,107,35,121
CCOc1ccccc1NC(=S)N1CCN(c2ccccc2F)CC1,0.0,99,97,102,101,110,x,79
COc1cc(OC)cc(C(=O)N[C@H](C(=O)Nc2nc(-c3cc(OC)ccc3OC)cs2)C(C)C)c1,0.9,91,97,88,88,86,1,114
Cc1onc(-c2c(F)cccc2Cl)c1C(=O)NC1CCSC1=O (stereo not drawn),0.1,113,100,109,112,106,2,99
COc1cccc(C(=O)NC2=NCCS2)c1,-0.1,103,94,101,x,106,133*,110
COc1ccc(N2C(=O)[C@@H]3C(c4cccnc4)=NO[C@@H]3C2=O)cc1,-0.1,104,108,95,109,100,2,95

Some entries already given, limited to Efflux pump mplx:
Structure,Efflux pump mplx
CCS(=O)(=O)N1CCN(C2Cc3ccccc3C2)CC1,0.2
COc1ccc(CCn2c(C3CCCCC3)nc3c(c(=O)c4ccccc4n3C)c2=O)cc1OC,0.4
C=CCNc1nc(Nc2ccc([N+](=O)[O-])cc2)nc(OC)n1,0.0
CCOC(=O)CN1C(=O)C2Cc3ccccc3CN2C1=S (stereo not drawn),0.1
Cc1ccc(NC(=O)C2C3C=CC(O3)C2C(=O)O)c(C)c1 (stereo not drawn),-0.1
CC1(C)Cc2c(cnn2-c2ccccc2)C(=O)/C1=N\NC(=O)c1ccccc1,0.0

Following part.
smiles,Efflux pump mplx,AGP1 TOR yeast,LAP4 TOR yeast,RPL19A-GFP yeast,CIT2-GFP yeast,MEP2-GFP yeast,AHR act,Yeast superoxide
Cc1ccc(S(=O)(=O)N2CCCCC2)cc1NC(=O)Cc1c[nH]c2ccccc12,0.0,76,98,100,81,113,23,106
CCc1ccc(NC(=O)CSc2nc3cc(C(=O)OC)ccc3c(=O)n2Cc2ccco2)cc1,-0.1,95,87,102,98,107,1,97
C[C@H](CO)N1C[C@H](C)[C@@H](CN(C)CC2CC2)Oc2c(NC(=O)Cc3ccccc3)cccc2C1=O,-0.2,80,78,92,77,88,0,101
O=C(NCCCN1CCOCC1)C1CCN(S(=O)(=O)c2cccc(Cl)c2Cl)CC1,0.1,92,98,90,94,94,0,112
O=C(Nc1nc2ccc(F)cc2s1)Oc1ccccc1,0.0,96,101,100,104,112,18,97
Cc1ccc([C@H]2C(C(=O)O)=CC[C@@H](c3ccc(Cl)cc3)N2S(=O)(=O)c2ccc(C)cc2)cc1,-0.2,84,88,92,88,91,0,99
Cc1cc2nncn2c2ccccc12,0.0,101,102,99,99,104,2,90
CC(=O)NC(CC(=O)O)c1ccc(F)cc1 (stereo not drawn),0.0,95,89,100,93,95,1,116
COc1ccc(-c2nc(CS(=O)CC(=O)NCC3CCCO3)c(C)o2)cc1 (stereo not drawn),0.0,96,96,96,93,97,4,110
Cc1noc(/C=C/NCc2cccnc2)c1S(=O)(=O)N(C)CC(=O)N1CCc2ccccc21,0.2,94,97,99,97,98,3,140
O=C(N/N=C/c1cc(Br)cs1)C(O)c1ccccc1 (stereo not drawn),0.0,100,105,102,102,120,-1,94
O=C(NCc1ccccc1)c1ccc(C(=O)N(C2CCCCC2)C2CCCCC2)cc1,0.2,92,98,99,111,96,-2,100
CCCn1c(SCC(=O)Nc2ccc(Cl)cc2)n[nH]c1=O,0.0,107,107,103,103,118,11,102
Cc1ccc(F)c(NC(=O)/C(C#N)=C(\O)c2ccc(C(C)(C)C)cc2)c1,0.7,103,97,112,107,111,1,107
CCc1cc[n+](C2=C([O-])c3ccccc3C(=O)/C2=N\S(=O)(=O)c2cccs2)cc1,0.0,98,102,103,109,105,68*,102
Cc1cc(C)n(-c2nc(-c3ccccc3)cs2)n1,0.0,106,114,110,108,112,37,133
COCC(=O)Nc1ccccc1NC(C)=O,-0.4,109,92,102,x,103,3,95

For reference, six of the compounds above.
smiles,Efflux pump mplx,AGP1 TOR yeast,LAP4 TOR yeast,RPL19A-GFP yeast,CIT2-GFP yeast,MEP2-GFP yeast,AHR act,Yeast superoxide
Cc1cc2nncn2c2ccccc12,0.0,101,102,99,99,104,2,90
CC(=O)NC(CC(=O)O)c1ccc(F)cc1 (stereo not drawn),0.0,95,89,100,93,95,1,116
COc1ccc(-c2nc(CS(=O)CC(=O)NCC3CCCO3)c(C)o2)cc1 (stereo not drawn),0.0,96,96,96,93,97,4,110
Cc1noc(/C=C/NCc2cccnc2)c1S(=O)(=O)N(C)CC(=O)N1CCc2ccccc21,0.2,94,97,99,97,98,3,140
O=C(N/N=C/c1cc(Br)cs1)C(O)c1ccccc1 (stereo not drawn),0.0,100,105,102,102,120,-1,94
O=C(NCc1ccccc1)c1ccc(C(=O)N(C2CCCCC2)C2CCCCC2)cc1,0.2,92,98,99,111,96,-2,100
